Lipid storage S3: qHTS Assay for Lipid Storage Modulators in Drosophila S3 Cells; Potency in µM for hits, for the others lipid storage change, negative = inhibition, % at the top dose, mostly 46.1 µM; Drosophila S3 cells, BODIPY lipid droplet fluorescence, 18-24 h; cells fed with added oleic acid; actives 0.64% (n = 320,000); AID 2685; active means well fitted inhibition curve with a large enough effect in the signal ratio, with a control signal flat, not every such curve was filed as active; inconclusive means small, poorly fitted or top-dose-only effect, or effect the other way, or a change in a side signal; the % refers to the signal ratio
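Laser-scanning cytometry quantifies lipid droplet accumulation (500–530 nm total intensity; droplet/cell object ratio) in oleic acid-fed (400 uM added) Drosophila S3 cells treated with a concentration series. 20 uM Triacsin C defined 100% inhibition.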
Lipid storage S3 cell count max: recorded beside Lipid storage S3, whose call it bears; cell number change, %; measured here: cell count max response;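 cells counted by Cell Tracker Red CMTPX staining in the red channel; peak over a dose series mostly up to 46.1 µM; percent activity relative to internal control wells on each plate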
* marks the source's active call; other numbers are inactive results; i = inactive; ? = inconclusive; nt = not tested or not shown; [ ] = another dose, or the depositor's remark. On the % scale 0 is the no-effect control and ±100 the full control effect; potency means the concentration at half of the fitted maximal effect. The list is partial (hit frequency here may not be typical).

SMILES	Lipid storage S3	Lipid storage S3 cell count max
Cn1cc(S(=O)(=O)N2CCCC2)cc1C(=O)N1CCN(c2cccc(Cl)c2)CC1	i	-11.2
O=S(=O)(c1ccccc1)N1CCN(C(=S)Nc2ccc(F)cc2)CC1	?	nt
CCN(CC)S(=O)(=O)c1cc(NC(=O)CSc2nc3c(cc2C#N)C(=O)CC(C)(C)C3)ccc1C	?	nt
Cc1ccc(-c2ccc(S(=O)(=O)NCC3CCCO3)cc2)cc1 (configuration not stated)	29.0%	1.0
COc1ccc(-c2cn(/N=C/c3ccc(Cl)cc3Cl)c(N)n2)cc1	1.3%	2.2
C(=N\n1cncn1)/c1ccc(N2CCOCC2)cc1	?	nt
CC(=O)N1CSCC1C(=O)NNS(=O)(=O)c1ccccc1 (configuration not stated)	5.8%	3.1
COc1ccc(S(=O)(=O)NCCSc2ccccc2)cc1OC	?	nt
O=C(NC(=S)Nc1nc2ccccc2s1)c1ccco1	0.5%	-0.8
COc1ccc(Cn2c(CO)cnc2SCC(=O)Nc2cccc(NC(C)=O)c2)cc1	i	26.4
COCCNC(=O)CCC(=O)NNc1nc2ccccc2c2nc(-c3ccccc3)nn12	?	nt
CCOC(=O)N1CCC(NC(=O)c2cc(C(=O)NC3CCN(Cc4ccccc4)CC3)ccc2CO)CC1	1.5%	3.7
CCOC(=O)C1(Cc2ccc(OC)cc2)CCN(S(C)(=O)=O)CC1	i	-5.5
CSc1nnc(C(C)c2ncc(C(F)(F)F)cc2Cl)n1C (configuration not stated)	10.3%	29.4
COc1cc(OC)cc(C(=O)N[C@H](C(=O)NCc2ccc(F)cc2)C(C)C)c1	?	nt
COc1ccc(CCNc2nc(-c3ccc(F)cc3)c(CC(=O)O)s2)cc1OC	i	nt
COc1ccc(C2=CC(=O)C[C@H](c3ccc4c(c3)OCO4)C2)cn1	?	nt
COc1cc(/C=N/NC(=O)C(Cc2c[nH]c3ccccc23)NC(=O)OCC(C)C)cc([N+](=O)[O-])c1O (configuration not stated)	10.5%	3.6
CSc1nnc(-c2cccc(C)c2)n1N	?	nt
O=C1c2ccccc2C(=O)N1CCOc1cccc(Br)c1	?	nt
O=C(NCCCN1CCOCC1)c1c(F)c(F)c(F)c(F)c1F	2.9%	10.1
C=CCn1c(SCc2cc(=O)n3cc(C)ccc3n2)nnc1-c1ccc(F)cc1	-3.7%	-7.0
COC(=O)c1nc(N)sc1C(C)C	?	nt
CCOC(=O)Nc1c(O)ccc2oc(C)c(-c3ccccc3)c12	?	nt
Cc1ccc(C)c(CN2C(=O)C3CCCN3c3ccc(C#N)cc32)c1 (configuration not stated)	29.9%	-16.9
CCOC(=O)N1CCN(C(=O)c2noc(C(C)C)c2[N+](=O)[O-])CC1	3.3%	-0.8
O=C1NC(=O)C2C1C(c1ccc([N+](=O)[O-])cc1)=NN2Cc1ccccc1 (configuration not stated)	?	nt
COc1ccc(N2CCN(C(=O)c3ccc(-c4ccccc4)cc3)CC2)cc1	i	23.0
O=C(CSc1nc2ncccc2[nH]1)Nc1ccc2c(c1)OCCO2	?	nt
Cc1nc(N2CCN(c3ccccc3F)CC2)[nH]c(=O)c1C	8.6%	15.1
Cn1cnnc1SCC(=O)Nc1nc(-c2ccccc2)cs1	0.6%	-2.2
COc1ccc(-c2ccc(C(=O)O)c(=O)[nH]2)cc1	?	nt
COc1ccc(C(=O)N2CCCC2(C#N)c2ccccc2)cc1[N+](=O)[O-] (configuration not stated)	-1.8%	-1.1
O=C(NCCC1CCCCN1S(=O)(=O)c1ccccc1)C(=O)NCCN1CCOCC1 (configuration not stated)	?	nt
Cc1c(Cl)cccc1N=C1SCCN1C(=O)CN1C(=O)NC2(CCCC2)C1=O	?	nt
COc1nc(-c2ccc(Cl)cc2)nnc1C	24.9%	15.6
O=C(NC1CCCCC1)C(c1ccccn1)N(C(=O)Cc1cccs1)c1ccc(Cl)cc1 (configuration not stated)	0.0%	6.8
Fc1ccc(C(c2nnnn2Cc2ccco2)N2CCN(C3CCCCC3)CC2)cc1 (configuration not stated)	15.4%	7.7
COCCCN(C(=O)Nc1ccccc1)C(C)c1ccncc1 (configuration not stated)	0.9%[9.22 µM]	-6.7
O=C(O)c1[nH]c2ccccc2c1NS(=O)(=O)Cc1ccccc1	?	nt
Cc1cc(NC(=O)CSc2nc(-c3ccccc3)nc3c2c(=O)n(C)c(=O)n3C)no1	-0.1%	-9.8
CCCn1c(CCNC(=O)c2ccco2)nc2ccccc21	?	nt
CCCCN(CCCC)c1nc2ccccc2nc1NS(=O)(=O)c1ccc(NC(C)=O)cc1	?	nt
CCOC(=O)CSc1nnc(CNC(=O)c2ccc(S(=O)(=O)N3CCCCC3)cc2)n1C	-25.2%	5.3
COc1ccc(CN/C=C2\CCCCC2=O)cc1	i	2.2
CC12CCC(C(=O)NCc3ccccn3)(OC1=O)C2(C)C (configuration not stated)	?	nt
Cn1c(=O)c2c(nc(N3CCOCC3)n2Cc2c(F)cccc2Cl)n(C)c1=O	10.8%	3.4
COCc1c(C(=O)OCC(=O)N2CCCC2=O)oc2ccccc12	i	-7.1
Cc1ccc(Cl)c(OC(=O)C2CSC3(C)CCC(=O)N23)c1 (configuration not stated)	-6.3%	-0.9
Cc1ccc2oc(-c3ccco3)nc2c1	10.9%	-0.4
(further entries)
SMILES	Lipid storage S3	Lipid storage S3 cell count max
Cc1nccc(-c2cc(-c3ccc(Cl)cc3Cl)no2)n1	-2.5%	13.1
Cc1cc(C)c(NC(=O)CSc2ccc3nnc(CCNC(=O)c4ccccc4)n3n2)c(C)c1	1.9%	-11.5
COc1cccc(CNC(=O)C(Cc2ccccc2)n2cccc2)c1 (configuration not stated)	-7.5%	-2.4
CCCCC1=CC2=CC(=O)C(C)(OC(=O)CC)C(=O)C2=CN1Cc1ccc2c(c1)OCO2 (configuration not stated)	0.5%	-3.6
CCn1c2c(c(=N)c3ccccc31)CCC2	?	nt
COc1ccc(/C(C)=N/NC(=O)CNC(=O)c2cccs2)cc1OC	7.4%	7.6
COc1ccc(Cl)cc1NC(=O)CSc1nc(N2CCOCC2)nc(N2CCOCC2)n1	?	nt
FC(F)Oc1ccccc1NC(=S)Nc1cccc(Cl)c1Cl	?	nt
Cc1ccc(C)c(-n2cc(CN3CCN(C(=O)c4ncn[nH]4)CC3)c(-c3ccccc3)n2)c1	24.5%	-13.7
COc1ccc(/C=C2\CCCC3C2=NN(C(=O)c2ccco2)C3c2ccc(OC)c(OC)c2)cc1OC (configuration not stated)	?	nt

A second format for some results above:
COc1ccc(/C(C)=N/NC(=O)CNC(=O)c2cccs2)cc1OC
  Lipid storage S3: 7.4%; Lipid storage S3 cell count max: 7.6

COc1ccc(Cl)cc1NC(=O)CSc1nc(N2CCOCC2)nc(N2CCOCC2)n1
  Lipid storage S3: ?; Lipid storage S3 cell count max: nt

FC(F)Oc1ccccc1NC(=S)Nc1cccc(Cl)c1Cl
  Lipid storage S3: ?; Lipid storage S3 cell count max: nt

Cc1ccc(C)c(-n2cc(CN3CCN(C(=O)c4ncn[nH]4)CC3)c(-c3ccccc3)n2)c1
  Lipid storage S3: 24.5%; Lipid storage S3 cell count max: -13.7

(more compounds)
SMILES	Lipid storage S3	Lipid storage S3 cell count max
O=C(COC(=O)C12CC3CC(CC(C3)C1)C2)NCCCc1ccccc1	-7.4%	2.2
CC1(C)OC(=O)C(=NNc2ccc(Br)cc2)C(=O)O1	?	nt
COc1cc(NC(=O)c2c(OC)cccc2OC)ccc1NC(=O)c1cc2ccccc2o1	-10.5%	-5.3
COC(=O)C1(CC2CC(c3ccc(Cl)cc3)=NO2)CCN(C(=O)OC(C)(C)C)CC1 (configuration not stated)	?	nt
c1ccc(-c2cc3c(NCC4COc5ccccc5O4)ncnc3s2)cc1 (configuration not stated)	?	nt
CN(C(=O)COC(=O)CCCN1C(=O)c2cccc3cccc(c23)C1=O)C1CCS(=O)(=O)C1 (configuration not stated)	14.1%	-9.6
Cc1ccc(C)c(NC(=O)CCC(=O)NNC(=O)C(c2ccccc2)c2ccccc2)c1	6.6%	nt
Cn1cnnc1SCC(=O)N/N=C/c1ccc(OCC(N)=O)cc1	?	nt
Cc1cc(C(=O)N2CCN(Cc3ccccc3)CC2)ccc1[N+](=O)[O-]	?	nt
Cc1ccc(NS(=O)(=O)c2ccc(Cl)nc2)c(C)c1	?	nt

Retrieved one by one from above, 4 records:
SMILES	Lipid storage S3	Lipid storage S3 cell count max
Fc1ccc(C(c2nnnn2Cc2ccco2)N2CCN(C3CCCCC3)CC2)cc1 (configuration not stated)	15.4%	7.7
O=C(NCCC1CCCCN1S(=O)(=O)c1ccccc1)C(=O)NCCN1CCOCC1 (configuration not stated)	?	nt
Cc1ccc(C)c(CN2C(=O)C3CCCN3c3ccc(C#N)cc32)c1 (configuration not stated)	29.9%	-16.9
CCOC(=O)N1CCN(C(=O)c2noc(C(C)C)c2[N+](=O)[O-])CC1	3.3%	-0.8

Carrying on:
SMILES	Lipid storage S3	Lipid storage S3 cell count max
CC1(C)Cc2c(cnn2-c2ccc(F)cc2)C(NC(=O)CN2CCCC2=O)C1 (configuration not stated)	?	nt
O=C(c1ccc(=O)[nH]n1)N1CCN(S(=O)(=O)c2ccc3ccccc3c2)CC1	?	nt
CCCCN(C(=O)C(C)Oc1ccc(Br)cc1)c1c(N)n(CC(C)C)c(=O)[nH]c1=O (configuration not stated)	?	nt
COc1ccc(/C=N/Nc2ncc(C(F)(F)F)cc2Cl)cc1OC	?	nt
CC1c2[nH]c3ccccc3c2CCN1C(=O)Nc1ccccc1 (configuration not stated)	-2.5%	-4.6
Cc1noc2c1C(c1ccc(N(C)C)cc1)C1=C(CC(C)(C)CC1=O)N2 (configuration not stated)	?	nt
CC(C)(C)NC(=O)C1CC1(c1ccccc1)c1ccccc1 (configuration not stated)	-1.7%	-3.1
COc1cc(/C=N/NC(=O)Cc2ccccc2)ccc1Oc1ccc([N+](=O)[O-])cc1[N+](=O)[O-]	5.1%	3.7
CCOc1ccc(C(=S)N2CCCC2)cc1OCC	?	nt
CCOc1ccc(NC(=O)N2CCC(n3nnc4cc(C)ccc43)CC2)cc1	?	nt
COc1ccccc1OCc1ccc(C(=O)NCCN(C)C)o1	-11.7%	-14.3
CN(C)C(=O)C(=O)c1cccn1-c1ccccc1C#N	?	nt
CCOc1ncccc1C(=O)Nc1ccc(C(=O)Nc2ccc(OC)cc2)cc1	12.8%	6.0
COC(=O)[C@@H]1C[C@@]2(O)[C@@H](O)[C@@H](O)[C@@H](O)C[C@H]2N1CC(c1ccccc1)c1ccccc1	-0.4%	nt
O=C(NCCCN1CCC(Cc2ccccc2)CC1)c1ccc2nc(N3CCOCC3)sc2c1	-1.0%	-10.0
COc1ccc(N2CCN(C(=O)Cn3nnc(-c4ccccc4N)n3)CC2)cc1	?	nt
CCc1nnc(NS(=O)(=O)c2ccc(NC(=O)c3cccc(OC)c3)cc2)s1	?	nt
Cn1c(-c2sc3cc(C(F)(F)F)cnc3c2-c2cccs2)n[nH]c1=S	-9.3%	-11.9
O=C(NCCCCNC(=O)c1ccc(Br)s1)c1ccc(Br)s1	?	nt
CC(C)(C)c1nnc(NC(=O)CCS(=O)(=O)c2ccccc2)s1	?	nt
COC(=O)C1=C(C)NC(=O)NC1c1ccc(-c2ccc(F)cc2)o1 (configuration not stated)	?	nt
COC(=O)C(C)N1CCC(=O)c2ccccc2S1(=O)=O (configuration not stated)	-8.2%	-11.1
CC(C)C12CN3CC(C(C)C)(CN(C1)C3c1ccco1)C2=O (configuration not stated)	8.7%	2.1
COc1ccc(S(=O)(=O)N2CCCCC2)cc1NC(=O)CN(Cc1ccco1)Cc1ccco1	?	nt
Cn1c(O)c(C=Nc2ccc(Br)cc2)sc1=O	-14.8%	-1.8
Oc1ccc(C[C@@H]2CNCCN2CC2CCCCC2)cc1	9.3%	10.4
CC(C)COc1ccc(-c2nnc(-c3ccncc3)o2)cc1	18.9%	-15.4
CCN(CC)c1ccc(S(=O)(=O)N2CCCCC2)cc1NC(=O)CN1C(=O)NC2(CCCC2)C1=O	?	nt
COc1ccc(/C=C2/C(=O)C(C)(C(C)C)CCC2C)cc1 (configuration not stated)	-2.4%	nt
Cc1ccccc1CSCC(=O)NC(=O)NCc1ccco1	2.1%	-13.3
Cc1ccc(CN2[C@@H]3c4ccccc4C[C@@H]3OCCS2(=O)=O)cc1	?	nt
COC(=O)C1CN(C(=O)COc2ccc(Cl)cc2C)c2ccccc2O1 (configuration not stated)	i	22.9
O=C1NCCN(C(=O)CCc2nnc(-c3ccsc3)o2)C1c1ccc(F)cc1 (configuration not stated)	6.0%	5.0
O=C(Nc1nc(-c2ccc(Cl)cc2)cs1)C1CCCO1 (configuration not stated)	?	nt
CCOc1ccc2[nH]c(=O)c(CN(CCO)C(=O)c3ccc(OC)c(OC)c3)cc2c1	i	nt
COc1ccc(C(=O)/C=C/Nc2c(C)n(C)n(-c3ccccc3)c2=O)c(OC)c1	?	nt
Cc1cccn2c(=O)c(C=O)c(N3CCC4(CC3)OCCO4)nc12	?	nt
CC(C)Cn1c(SCC(=O)N(C)C2CCS(=O)(=O)C2)nc2cc(Cl)ccc2c1=O (configuration not stated)	i	-13.9
CC(NC(=S)Nc1ccccc1C(F)(F)F)C1CC2CCC1C2 (configuration not stated)	?	nt
COc1ccc(/C=C2/CCOC2=O)cc1	?	nt
COc1ccc(-n2nnnc2SCC(=O)NCc2ccco2)cc1OC	?	nt
Cc1cc(NC(=O)CSc2nccn2-c2ccc(F)cc2)no1	?	nt
CC1=CC(C)(C)N(C(=O)CN2C(=O)c3ccccc3C2=O)c2ccc(C)cc21	-16.5%	-20.5

High-throughput results deposited in PubChem BioAssay by National Center for Advancing Translational Sciences (NCATS).
